Bioassay records from PubChem BioAssay.
Wnt bcat act – Wnt/beta-catenin pathway activators, primary screen, cell-based, plate reader, single point; Wnt/beta-catenin reporter cell assay, activator; activation, % at 9.35 µM; actives 1.2% (n = 300,000); AID 743398, 2014; in the data active = activation above about 30%, passing the limit was not always enough;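 note: 0% = neutral control wells and 100% = positive control wells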
V-ATPase pH – regulators of yeast V-ATPase proton pumping, primary screen, pHLuorin cytosolic pH fluorescence; S. cerevisiae; response, % at 10 µM; actives 0.37% (n = 350,000); in the data active = response mostly above about 7.3%, no sharp cut-off; inactive = mostly below about 5.4%; note: actives read high; inactives centre near 0; some compounds called inactive have numbers as strong as hits; reference of the scale not given here
* = called active by the depositor.

Start of the listing, in advance, 16 compounds:
SMILES | Wnt bcat act | V-ATPase pH
N#Cc1ccccc1NC(=O)C1CCCO1 (stereo not given) | -0.5 | 0.6
Nc1n[nH]c(C2CC2)c1N=Nc1ccc(Cl)cc1 | 1.4 | -0.5
CC/C(=N\NC(=O)c1cc(C)oc1C)c1ccc(OC(F)F)cc1 | -2.7 | -1.3
C=CCNC(=O)CN1C(=O)CSc2ccc(S(=O)(=O)N3CCOCC3)cc21 | -1.2 | 5.4
O=C(OCc1cn([C@@H]2C[C@H](c3ccc(Cl)cc3)N(CC3CCCCC3)C[C@H]2O)nn1)c1ccccc1 | -2.3 | 1.3
CC(=O)Nc1ccc(NC(=O)CCCN2C(=O)C(c3ccccc3)Oc3cccnc32)cc1 (stereo not given) | -0.5 | 1.8
COc1ccc(NC(=O)C[C@H]2C(=O)N(C3CCCCC3)C[C@@H]2c2ccccc2)cc1 | -1.3 | 3.6
C[C@@H]1CN([C@@H](C)CO)C(=O)c2c(c3ccccc3n2C)-c2ccccc2CO[C@H]1CN(C)S(=O)(=O)c1ccc(C#N)cc1 | -2.3 | 1.1
O=C(NN1C(=O)CSC1=S)c1cccnc1 | -0.9 | 1.8
CCN1CCN(c2nc(Nc3ccc(OC)cc3)nc(N)c2[N+](=O)[O-])CC1 | 3.5 | 0.4
O=S(=O)(Nc1ccc(NS(=O)(=O)c2ccccc2)c2ccccc12)c1ccccc1 | -2.6 | 0.4
CCOC(=O)C1c2cccc(O)c2CCN1C(C)=O (stereo not given) | -0.6 | -0.6
COc1cccc2sc(=NC(=O)CS(=O)(=O)c3ccccc3)n(C)c12 | -7.0 | 0.6
COCCn1c(SCC(=O)N2CCCC2)nc2c(c1=O)SCC2 | -0.2 | 2.2
CCCCCC(=O)N1C[C@H](O)[C@@H](n2cc(C3CC3)nn2)C[C@@H]1c1ccc(Cl)cc1 | -3.7 | 0.2
COc1cccc(/C=N/NC(=O)c2nnn(-c3nonc3N)c2CN(C)C2CCCCC2)c1 | 3.3 | 0.3

All compounds of this part, from the start:
SMILES | Wnt bcat act | V-ATPase pH
N#Cc1ccccc1NC(=O)C1CCCO1 (stereo not given) | -0.5 | 0.6
Nc1n[nH]c(C2CC2)c1N=Nc1ccc(Cl)cc1 | 1.4 | -0.5
CC/C(=N\NC(=O)c1cc(C)oc1C)c1ccc(OC(F)F)cc1 | -2.7 | -1.3
C=CCNC(=O)CN1C(=O)CSc2ccc(S(=O)(=O)N3CCOCC3)cc21 | -1.2 | 5.4
O=C(OCc1cn([C@@H]2C[C@H](c3ccc(Cl)cc3)N(CC3CCCCC3)C[C@H]2O)nn1)c1ccccc1 | -2.3 | 1.3
CC(=O)Nc1ccc(NC(=O)CCCN2C(=O)C(c3ccccc3)Oc3cccnc32)cc1 (stereo not given) | -0.5 | 1.8
COc1ccc(NC(=O)C[C@H]2C(=O)N(C3CCCCC3)C[C@@H]2c2ccccc2)cc1 | -1.3 | 3.6
C[C@@H]1CN([C@@H](C)CO)C(=O)c2c(c3ccccc3n2C)-c2ccccc2CO[C@H]1CN(C)S(=O)(=O)c1ccc(C#N)cc1 | -2.3 | 1.1
O=C(NN1C(=O)CSC1=S)c1cccnc1 | -0.9 | 1.8
CCN1CCN(c2nc(Nc3ccc(OC)cc3)nc(N)c2[N+](=O)[O-])CC1 | 3.5 | 0.4
O=S(=O)(Nc1ccc(NS(=O)(=O)c2ccccc2)c2ccccc12)c1ccccc1 | -2.6 | 0.4
CCOC(=O)C1c2cccc(O)c2CCN1C(C)=O (stereo not given) | -0.6 | -0.6
COc1cccc2sc(=NC(=O)CS(=O)(=O)c3ccccc3)n(C)c12 | -7.0 | 0.6
COCCn1c(SCC(=O)N2CCCC2)nc2c(c1=O)SCC2 | -0.2 | 2.2
CCCCCC(=O)N1C[C@H](O)[C@@H](n2cc(C3CC3)nn2)C[C@@H]1c1ccc(Cl)cc1 | -3.7 | 0.2
COc1cccc(/C=N/NC(=O)c2nnn(-c3nonc3N)c2CN(C)C2CCCCC2)c1 | 3.3 | 0.3
O=C(Nc1ccn(CCCN2CCN(Cc3ccc(F)cc3)CC2)c(=O)n1)OCc1ccccc1 | -1.4 | -3.2
O=C(COC(=O)c1ccc(O)cc1)Nc1cc(S(=O)(=O)N2CCCCCC2)ccc1Cl | -1.5 | 3.8
CN(C)c1ncnc2c1nnn2C1OC(CO)C(O)C1O (stereo not given) | -4.0 | -1.5
CC1(C)CC2(C)CC(=O)C1C(C(=O)O)C2C(=O)O (stereo not given) | 5.2 | 1.0
C/C(Nc1ccc(Cl)c(Cl)c1)=C1/CCOC1=O | 0.8 | -1.4
Cc1ccc(S(=O)(=O)N(C)C[C@@H]2OCc3cnnn3CCCC(=O)N([C@H](C)CO)C[C@@H]2C)cc1 | -0.8 | 2.5
CCN(CC)CCn1c(=N)n(CC(=O)c2ccc(Br)s2)c2ccccc21 | 6.8 | -0.5
CCCc1nnc(NC(=O)c2cn(CC)c3cc(N4CCN(C)CC4)c(F)cc3c2=O)s1 | -2.5 | 0.8
Fc1ccc(-c2cc(C(F)(F)C(F)F)[nH]n2)cc1 | 7.1 | -0.7
CCN(CC)C(=O)C1=C(C)N(CCCOC)C(=O)C(CC(=O)NCc2ccco2)C1 (stereo not given) | -1.8 | -0.8
Cc1ccc2c(c1)CO[C@]21O[C@H](CCO)C[C@H](O)[C@H]1O | -1.3 | 1.8
COc1ccc(NC(=O)CN(C)C(=O)c2ccc(S(=O)(=O)N3CCOCC3)cc2)cc1 | -1.1 | -0.4
COc1ccc(C(=O)NC(=S)NNC(=O)c2cccc(C)c2)cc1 | 1.9 | 3.0
O=C(C[n+]1ccc2c(c1)nnn2-c1ccccc1)c1ccc(Cl)cc1 | -1.3 | -1.3
COc1ccc(OC)c(Nc2nc(NCc3ccco3)nc(N)c2[N+](=O)[O-])c1 | -1.3 | 1.2
CSc1ncnc2c1ncn2CCCNCc1ccccc1 | -3.3 | -2.7
CC1=NN(c2ccccc2)C(=O)C1C(=S)SC1CC(=O)NC1=O (stereo not given) | 1.6 | 1.8
COc1ccc([C@H]2CN(c3ccccc3)C(=O)[C@@H]2CC(=O)Nc2ccccc2)cc1 | 2.8 | -4.3
COc1c2c(c(OC)c3ccccc13)[C@@]1(OC2)O[C@H](CCO)C[C@H](O)[C@H]1O | -0.4 | 0.2
O=C1OC(Cc2ccccc2)(c2ccccc2)c2ccccc21 (stereo not given) | -4.1 | 0.7
CCN1C(=O)[C@H]2[C@@H](c3ccc(OC)cc3)N[C@]3(CCCN(Cc4ccc(C)cc4)C3=O)[C@H]2C1=O | 0.3 | -0.2
Cc1nc(-c2cc(-c3nc(-c4cc(C(F)(F)F)cc(C(F)(F)F)c4)no3)no2)cs1 | 21.2 | 0.6
COc1ccc(NC(=O)C[C@H]2C(=O)N(Cc3ccccc3)C[C@@H]2c2ccc(OC)cc2)cc1 | -1.9 | -0.5
CC(=NNC(N)=O)C1CC2CCC1CC2 (stereo not given) | -6.2 | 5.6
COc1ccc([C@H]2C[C@H](n3cc(COC(=O)c4ccccc4)nn3)[C@@H](O)CN2Cc2cccs2)cc1 | -1.7 | 1.0
CC(=O)N(C)C[C@@H]1Oc2ncc(C#Cc3ccc(F)cc3)cc2C(=O)N([C@@H](C)CO)C[C@H]1C | -2.3 | -0.4
CC(C)CCC(=O)Nc1cc(S(=O)(=O)N2CCOCC2)ccc1N1CCCC1 | -2.4 | 2.5
COC1OC2COC(c3ccccc3)OC2C(NC(C)=O)C1OC(C)=O (stereo not given) | -2.8 | -2.1
O=C(CCN1CCC(c2cccs2)=N1)c1cccs1 | 0.2 | 2.6
C[C@H](CO)N1C[C@H](C)[C@@H](CN(C)S(=O)(=O)c2cccc(F)c2)OCc2cnnn2CCCC1=O | -1.0 | -2.4
O=C(C[C@H]1C(=O)N(CCc2ccccc2)C[C@@H]1Cc1ccccc1)Nc1ccc(Br)cc1 | -3.6 | 0.8
O=C(Nc1nnc(-c2ccco2)o1)c1ccc(Br)s1 | 3.1 | 0.8
C[C@@H]1CN([C@@H](C)CO)C(=O)CCCn2nncc2CO[C@H]1CN(C)C(=O)Nc1ccc(N2CCCCC2)cc1 | -0.1 | 0.0
CNC(=O)C[C@H]1C(=O)N(Cc2ccccc2)C[C@@H]1C | 1.6 | 0.2
Additional results follow.
SMILES | Wnt bcat act | V-ATPase pH
Cn1c(=O)[nH]c(=O)c2c1nc1n2CCCN1Cc1ccccc1 | 2.1 | -2.7
CC1=C(C#N)S(=O)(=O)C(C#N)C(c2ccccc2)C1 (stereo not given) | -0.6 | -1.8
N#CC(C(O)c1ccccc1)N1CCOCC1 (stereo not given) | 4.8 | 2.5
C[C@@H]1CN([C@@H](C)CO)S(=O)(=O)c2ccc(Br)cc2O[C@H]1CN(C)C(=O)c1ccccc1F | -1.7 | -1.3
O=C(C1CCCCC1)N1C[C@@H](O)[C@H](n2cc(C3CC3)nn2)C[C@@H]1c1ccc(Cl)cc1 | -1.0 | 1.2
CCC1(c2ccccc2)CN(C)C1=O (stereo not given) | -4.1 | 1.3
Cc1cc(=O)c2c(N(C)C)cccc2[nH]1 | 1.2 | 2.5
CCCCN1C(=O)C(CC(=O)NC2CCCC2)CC(C(=O)N(C)C)=C1C (stereo not given) | 1.7 | 0.1
COc1ccccc1C(=O)NCCC(=O)NCCOc1ccc(C)cc1 | -2.1 | 4.1
CC1=C(C(=O)OCC2CCCCC2)C(c2ccccc2F)NC(=O)N1 (stereo not given) | -1.2 | -0.1
CCCCCN(C(=O)CCC(=O)OC(C)C(=O)Nc1ccccc1C)c1c(N)n(CCCC)c(=O)[nH]c1=O (stereo not given) | -0.1 | 4.5
COC(=O)N(C)C[C@@H]1OCc2cnnn2CCCC(=O)N([C@@H](C)CO)C[C@@H]1C | -0.8 | 2.3
COc1ccc(/C=C/C(=O)NC(=S)N2CCN(c3ccccn3)CC2)cc1 | 2.8 | -1.2
O=C(Nc1ccn(CCCNCC(c2ccccc2)c2ccccc2)c(=O)n1)OCc1ccccc1 | -2.1 | -1.5
CCCCCCN1C[C@H](n2cc(C3CC3)nn2)[C@@H](O)C[C@@H]1c1ccccc1 | -4.6 | 1.9
CCc1ccc(C#CC2=CC(=O)CC(C)(C)C2)cc1 | 0.6 | -0.1
CCCCCCn1c(=O)n2n(c1=O)C[C@]1(OC(=O)NCc3ccco3)CN(S(=O)(=O)c3ccc(C)cc3)C[C@]1(O)C2 | -5.7 | 0.1
CCOC(=O)c1ccc(NC(=O)c2ncn3c2C(=O)NC[C@@H]3C)cc1 | -4.8 | 0.2
O=C(C1CN(C(=O)c2cc3ccccc3o2)c2ccccc2O1)N1CCCCC1 (stereo not given) | -0.9 | -1.9
O=C(NC1=NCCS1)c1ccccc1F | 27.1 | -0.2
COC1CC(NC(C)=O)C(OC(=O)c2ccccc2)C(CBr)O1 (stereo not given) | 0.0 | -0.2
Cc1nnc(Cc2ccco2)c2n[nH]c(C)c12 | -2.7 | -0.5
C[C@H]1CN([C@@H](C)CO)C(=O)c2cc(Br)cnc2O[C@H]1CN(C)C(=O)c1cnccn1 | 0.6 | -0.1
COc1ccccc1N(CC(=O)NCc1ccccc1)S(=O)(=O)c1cccs1 | -3.6 | -1.8
COC1CC(N)C2OC(c3ccccc3)OCC2O1 (stereo not given) | 0.2 | 3.0
NC(=O)c1ccccc1NC(=O)c1cccc(C(=O)Nc2ccccc2C(N)=O)n1 | 1.9 | 3.3
O=C(Cc1ccc([N+](=O)[O-])cc1)NCCS(=O)(=O)N1CCN(c2ccccc2)CC1 | -2.6 | 1.4
CCc1cccc(CC)c1N1C(=O)CSCC1=O | -1.5 | -1.2
COc1ccc(C(=O)CN2C(=O)c3ccccc3S2(=O)=O)cc1 | -3.9 | -0.9
O=C(NCc1ccccn1)C1CCN(C2CCN(Cc3cccc(F)c3)CC2)CC1 | -3.4 | -1.5
C[C@H](NC(=O)c1ncn2c1C(=O)NC[C@H]2C)c1ccccc1 | -0.1 | 0.2
Clc1nc(-c2ccccc2)ncc1Oc1ccccc1 | -1.2 | -0.4
COc1cc2c(cc1OC)C(c1ccc(Br)cc1)NCC2 (stereo not given) | -7.1 | 10.0
N=c1c2c(-c3ccccc3)c(-c3ccccc3)n(Cc3ccco3)c2ncn1CCCO | -5.5 | 4.0
COc1ccc(C2NC(=O)c3ccccc3N2)c(OC)c1OC (stereo not given) | -7.0 | -1.3
COc1ccc(NC(=O)COC(=O)C2COc3ccccc3O2)cc1 (stereo not given) | 0.0 | -2.2
CC1Cc2ccccc2N1C(=O)CSc1ccccn1 (stereo not given) | -1.1 | 1.0
C[C@@H]1CN([C@H](C)CO)C(=O)c2cc(Br)cnc2O[C@H]1CN(C)C(=O)c1ccccc1 | -0.7 | 1.6
Nc1c(C(=O)O)sc2nc3c(cc12)CCCC3 | 14.9 | -2.1
O=C(COC(=O)C1CC(=O)N(Cc2ccccc2)C1)Nc1ccc([N+](=O)[O-])cc1Br (stereo not given) | -6.7 | 1.6
O=C(Nc1nnc(-c2ccc(F)cc2)s1)Nc1ccccc1F | 6.8 | 3.0
CC(OC(=O)[C@H](C)N=C1NS(=O)(=O)c2ccccc21)C(=O)Nc1ccc(F)c(F)c1F (stereo not given in full) | -0.4 | -1.1
CCC/C=C/c1ccc(CN2C(CC(C)C)C(=O)N(Cc3cn(CCC4OCCO4)nn3)CCS2(=O)=O)cc1 (stereo not given) | -1.8 | 9.2*
O=C(NCc1nnnn1-c1ccc(F)cc1)c1ccc2c(c1)OCO2 | -3.7 | 1.7
O=C(NCCCCc1ccccc1)c1ccccc1Br | 0.1 | -2.5
C[C@H](CO)N1C[C@H](C)[C@@H](CN(C)S(=O)(=O)c2ccccc2F)Oc2ncc(C#Cc3cccnc3)cc2C1=O | -2.2 | 1.1
CCCc1nc2oc3c(NCC(C)O)ncnc3c2c2c1CCCC2 (stereo not given) | 38.0* | -53.1
O=S1(=O)CCN(CCc2ccccc2)CC1 | 1.4 | 1.4
C[C@H]1CN([C@@H](C)CO)C(=O)CCCn2cc(nn2)CO[C@@H]1CN(C)S(=O)(=O)c1cccc(C#N)c1 | -1.2 | 0.1
CC(C)C1CCN(C(=O)C2CCC(=O)N(C3CCCCCC3)C2)CC1 (stereo not given) | 0.3 | -1.0

This is a subset. The share of hits here may be higher or lower than overall.
